# Assay outcomes deposited in PubChem by National Center for Advancing Translational Sciences (NCATS).
# MmCpn inh = M. maripaludis TRiC chaperonin inhibition; purified Mm-Cpn ATPase, ADP Transcreener TR-FRET; Potency, µM (series often up to 76.9 µM), for the others: top-dose activity, negative = inhibition, actives largely listed as inhibitors; 330,000 compounds, 0.031% hits; AID 504842; also: potency is read from the fitted curve at half-maximal effect; % is scaled to controls: 0 for no effect and ±100 for the full control effect; nearly all actives have a fitted effect of over 80% in size
#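 ATPase turnover read by TR-FRET ADP competition (Eu cryptate antibody/ADP-d2, 665/590 nm): 10uM ATP final, 25nM Mm-CPN final, 30 min 37degC after 10-min compound preincubation, pH 7.4 Tris/KCl/MgCl2/DTT buffer.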
# Akt phos inh = inhibitors of Akt phosphorylation; Neuro2A IGF-stimulated pAkt S473 HTRF, 20 min; active compounds read low; 360,000 compounds, 0.32% hits; activity change, % for hits at 50 µM; in the data active = activity change below about -80%; inconclusive = mostly about -51% to -80%; also: % is scaled to controls: 0 for no effect and ±100 for the full control effect
#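 Neuro2A cells in DMEM with 0.5% FBS, overnight at 37 deg C, given compound at single 50 µM final, then IGF (6 nM final) for 20 min at 37 deg C. Lysed; phospho-Akt Ser473 by HTRF after 24 h, 665/615 ratio.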
# TGFb inhibitor = blocks TGF-b signaling. HepG2 CAGA-GFP TGF-b/SMAD3 reporter, GFP fluorescence, 18 h; TGF-beta stimulated, 500 pg/mL final. Potency, µM (titrated, usually from 46.1 µM), for inactives: top-dose activity, negative = inhibition, actives largely listed as inhibitors. 410,000 compounds, 1.2% hits. AID 588855; also: potency is read from the fitted curve at half-maximal effect; % is scaled to controls: 0 for no effect and ±100 for the full control effect; nearly all actives have a fitted effect of over 65% in size
#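 Inhibition was scored as loss of TGF-beta-induced (500 pg/mL final, 18 hours, 37 degrees C) GFP in HEPG2 cells carrying a CAGA-GFP reporter, in DMEM with 1% FBS. Well GFP was summed per cell; Activity was normalised to unstimulated and stimulated DMSO wells, then concentration-response fitting.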
# EPAC2 antag = blocks human EPAC2 exchange factor | EPAC2 GEF exchange of Rap1B-BODIPY-GDP, fluorescence | 360,000 compounds, 0.18% hits | Q8WZA2 | Potency, µM (highest dose often 114 µM), for inactives: top-dose activity, negative = inhibition, hits mostly inhibitors; also: potency is read from the fitted curve at half-maximal effect; % is scaled to controls: 0 for no effect and ±100 for the full control effect; nearly all actives have a fitted effect of over 45% in size; many of its hits are not listed in these tables
# Target sequence (Q8WZA2 whole entry, looked up): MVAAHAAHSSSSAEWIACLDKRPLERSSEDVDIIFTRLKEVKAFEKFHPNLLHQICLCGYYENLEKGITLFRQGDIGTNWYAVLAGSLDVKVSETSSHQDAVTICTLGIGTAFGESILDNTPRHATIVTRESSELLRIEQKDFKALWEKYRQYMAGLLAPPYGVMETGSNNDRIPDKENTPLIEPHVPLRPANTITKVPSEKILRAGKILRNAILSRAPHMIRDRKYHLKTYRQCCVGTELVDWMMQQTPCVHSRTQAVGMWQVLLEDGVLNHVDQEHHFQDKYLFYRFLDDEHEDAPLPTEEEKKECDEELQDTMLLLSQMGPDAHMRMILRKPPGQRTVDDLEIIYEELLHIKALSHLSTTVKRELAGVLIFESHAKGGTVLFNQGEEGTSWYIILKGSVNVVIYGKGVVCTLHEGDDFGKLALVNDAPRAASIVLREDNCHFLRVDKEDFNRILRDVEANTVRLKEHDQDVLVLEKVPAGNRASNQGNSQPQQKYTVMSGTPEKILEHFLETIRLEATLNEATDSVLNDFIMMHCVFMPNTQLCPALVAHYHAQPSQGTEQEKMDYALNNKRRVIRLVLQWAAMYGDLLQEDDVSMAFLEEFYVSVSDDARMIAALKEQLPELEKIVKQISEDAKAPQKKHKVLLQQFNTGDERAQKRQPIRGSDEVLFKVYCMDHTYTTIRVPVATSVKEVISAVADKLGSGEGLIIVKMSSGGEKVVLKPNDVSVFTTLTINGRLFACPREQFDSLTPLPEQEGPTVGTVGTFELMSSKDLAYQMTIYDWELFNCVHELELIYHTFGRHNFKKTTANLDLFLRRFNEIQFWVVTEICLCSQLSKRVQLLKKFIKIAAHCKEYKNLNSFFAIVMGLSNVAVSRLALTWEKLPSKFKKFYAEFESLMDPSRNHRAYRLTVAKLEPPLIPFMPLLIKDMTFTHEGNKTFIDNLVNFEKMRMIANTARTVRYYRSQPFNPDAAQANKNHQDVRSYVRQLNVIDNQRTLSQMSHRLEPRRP
# A549 viability = counter-screen for Nrf2 inhibitors: cytotoxicity in A549 cells. A549 ARE-Fluc cells, CellTiter-Fluor viability, 18-24 h. Potency, µM (doses to about 46 µM), for inactives: at the top dose activity change, negative = cytotoxicity, most hits filed as inhibitors. 390,000 compounds, 0.16% hits; also: potency is read from the fitted curve at half-maximal effect; % is scaled to controls: 0 for no effect and ±100 for the full control effect
#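 Cytotoxicity counterscreen: CellTiter-Fluor fluorescence was measured in A549 ARE_Fluc cells after 18-24 h of compound exposure in a concentration series. The subsequent BugLite luminescent read reports ARE-luciferase activity.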
# Nrf2 block = Nrf2 pathway inhibition. A549 ARE-Fluc reporter, luciferase luminescence, 18-24 h. Potency, µM (titrated, usually from 46 µM), without a hit: at the top dose activity change, negative = inhibition, actives largely listed as inhibitors. 360,000 compounds, 2.1% hits; also: potency is read from the fitted curve at half-maximal effect; % is scaled to controls: 0 for no effect and ±100 for the full control effect; nearly all actives have a fitted effect of over 60% in size
#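 A549 ARE_Fluc cells, 5000/well, 5% FBS OPTI-MEM; compounds in dose-response, 18-24 h at 37 °C/5% CO2; CellTiter-Fluor viability read (Ex 405/Em 525), then BugLite luciferase luminescence = Nrf2 activity.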
# CCT chaperon mod = changes cytosolic chaperonin activity | activity change, % (concentration not given with the values), hits read low | AID 651819 | purified chaperonin ATPase assay, HTRF ADP detection, 30 min | 360,000 compounds, 0.3% hits; in the data active = activity change below about -30%; also: % is scaled to controls: 0 for no effect and ±100 for the full control effect
#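 Enzyme 40 or 20 nM (batch-dependent) in Tris pH 7.4/KCl/MgCl2/DTT; cpd 76 uM single point; ATP 10 uM; 30 min 37 °C; Transcreener ADP HTRF detection, 30 min RT; ratio 665/615.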
# Nrf2 ARE act = activates Nrf2 signaling; Potency, µM (titrated, usually from 46.1 µM), inactives show top-dose activation, hits mostly activators; 410,000 compounds, 0.31% hits; AID 624171; AREc32 ARE-luciferase reporter (MCF7-derived line), luminescence, 24 h; also: potency is read from the fitted curve at half-maximal effect; % of control where 0% means no effect; nearly all actives have a fitted effect of over 65% in size
#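 Luminescent ARE reporter assay in AREc32_Fluc cells: overnight plating at 37 deg C, 24 hr compound incubation, Steady-Glo added, 30 min RT before reading.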
# EPAC2 agonist = activates human EPAC2 exchange factor; 360,000 compounds, 0.079% hits; AID 720711; Potency, µM (series often up to 154 µM), for inactives: at the highest dose activation, usual class: activators; Q8WZA2; EPAC2 activation, biochemical qHTS; response scale: 100% = 6.5 mM cAMP response; also: potency is read from the fitted curve at half-maximal effect; nearly all actives have a fitted effect of over 50% in size
#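 Compounds were titrated in qHTS against a Rap1B-BODIPY-GDP (250 nM) complex with EPAC2 (100 nM) and GDP (50 uM). BODIPY-GDP release tracked at 480/540 nm over 30 min at room temperature, normalized to 6.5 mM cAMP.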
# * hit, by the source's call; i = inactive; u = inconclusive; x = not tested or not shown; & = joins results of further samples; [ ] = remark or other dose. Unless noted, calls follow the shape of the dose curve; as a rule, active = well fitted curve in the direction sought with a large enough effect; inconclusive = small, poorly fitted or top-dose-only effect, or another doubt; inactive = no such curve, though single readings can be large; an effect the other way counts as inactive or inconclusive.
SMILES	MmCpn inh	Akt phos inh	TGFb inhibitor	EPAC2 antag	A549 viability	Nrf2 block	CCT chaperon mod	Nrf2 ARE act	EPAC2 agonist
CCCN(Cc1cc2ccc(C)cc2[nH]c1=O)S(=O)(=O)c1ccccc1	-2%	i	0%	-5%	-14%	-24%	-3.0	2.1%	13%
CC(NC(=O)Cn1cc(Br)c([N+](=O)[O-])n1)c1ccccc1 (stereo not drawn)	-3%	i	-1%	7%	1%	3%	0.8	0.2%	-1%
COc1ccc(C)cc1NC(=O)CCS(=O)(=O)c1cc2c3c(c1)CCN3C(=O)CC2	x	x	-5%	x	2%	u	x	0.9%	x
c1ccc(-c2cn3nc(-c4ccccc4)c(-c4ccccc4)nc3n2)cc1	-2%	i	57%[activator]	134%[activator]	u	u	-3.0	0.0%	u
O=C1CN(C(=O)c2c(F)cccc2Cl)C(c2ccc(F)cc2)c2cc(Br)ccc2N1 (stereo not drawn)	x	x	0%	x	-27%	5%[9.27 µM]	x	5.7%	x
COc1ccc2c(c1)nc(SCC(=O)c1ccc(Br)s1)n2C	-18%	i	-1%	-1%	-2%	1%	-0.6	16%	17%
Cc1cc(C(=O)CN2C(=O)C3CC=CCC3C2=O)c(C)n1-c1ccccc1 (stereo not drawn)	0%	i	-15%	0%	x	u	-0.6	-0.1%	7%
Cc1ccc(S(=O)(=O)N2CC3(O)CN(C(=O)OC(C)C)N(C(=O)OC(C)C)CC3(OC(=O)Nc3cccs3)C2)cc1 (stereo not drawn)	x	i	13µM*	-12%	x	x	0.8	5.6%	4%
CS(=O)(=O)c1ccccc1-c1nnc(NC(=O)CCS(=O)(=O)c2ccc(Cl)cc2)o1	-2%	i	8%	10%	-6%	0%	-4.5	14%	0%
O=C(CCCCCn1c(=O)c2sccc2n(Cc2ccccc2Cl)c1=O)NCc1ccc2c(c1)OCO2	x	x	-2%	x	0%	20%	x	1.1%	x
CC1=C(C(=O)c2ccccc2)C(c2ccc(OC(F)F)cc2)NC(=S)N1 (stereo not drawn)	-2%	i	u	-25%	-14%	-11%	-1.2	0.1%	-7%
C/C=C1\COC(C(=O)NCCN2CCCC2)(C(F)(F)F)C=C1C=C1CCCCC1 (stereo not drawn)	x	i	u	5%	-3%&-1%	29%&19%	-3.2	-3.2%	1%

# Entries of single compounds from above. Values in the order: MmCpn inh | Akt phos inh | TGFb inhibitor | EPAC2 antag | A549 viability | Nrf2 block | CCT chaperon mod | Nrf2 ARE act | EPAC2 agonist
# COc1ccc(C)cc1NC(=O)CCS(=O)(=O)c1cc2c3c(c1)CCN3C(=O)CC2 is listed with x | x | -5% | x | 2% | u | x | 0.9% | x
# C/C=C1\COC(C(=O)NCCN2CCCC2)(C(F)(F)F)C=C1C=C1CCCCC1 (stereo not drawn) is listed with x | i | u | 5% | -3%&-1% | 29%&19% | -3.2 | -3.2% | 1%
# Cc1ccc(S(=O)(=O)N2CC3(O)CN(C(=O)OC(C)C)N(C(=O)OC(C)C)CC3(OC(=O)Nc3cccs3)C2)cc1 (stereo not drawn) is listed with x | i | 13µM* | -12% | x | x | 0.8 | 5.6% | 4%

# Other entries:
SMILES	MmCpn inh	Akt phos inh	TGFb inhibitor	EPAC2 antag	A549 viability	Nrf2 block	CCT chaperon mod	Nrf2 ARE act	EPAC2 agonist
CC(C)=CCN1CCN(CC#Cc2ccccc2)CC1CCO (stereo not drawn)	-2%	i	-14%	-9%	0%	9%	-1.7	-1.0%	-1%
Cc1ccccc1C(=O)Nc1ccc(N2CCN(C(=O)c3ccco3)CC2)cc1	-1%	i	-3%	-3%	-1%	u	-4.4	-0.1%	4%
CC(Sc1nnc(COc2ccc3ccccc3c2)n1C)C(=O)O (stereo not drawn)	12%	i	0%	9%	0%	5%	0.8	-0.9%	-9%
COc1ccccc1N1CCN(/N=C/c2ccc([N+](=O)[O-])cc2)CC1	-3%	i	-4%	3%	-8%	-10%	-2.9	2.3%	8%
O=C(O)CC(c1cccc(C(F)(F)F)c1)N1CCS(=O)(=O)CC1 (stereo not drawn)	2%	i	1%	-7%	3%	-5%	-0.8	-0.2%	10%
CCCn1nc(C(=O)N2CCc3ccccc32)c2ccccc2c1=O	0%	i	0%	-11%	6%	-14%	0.0	-0.1%	13%
COC(=O)CNc1c(-c2ccccn2)nc2ccc(Br)cn12	-6%	i	-7%	9%	-4%	3%	-5.3	3.8%	5%
COc1ccc(CN2C(=O)C(CC(=O)NCCc3ccccn3)CC(C(=O)N3CCOCC3)=C2C)cc1 (stereo not drawn)	x	i	-2%	4%	x	x	-1.1	1.3%	0%
COc1ccc(OC)c(C2CC(=O)Nc3cc(OC)c(OC)c(OC)c32)c1 (stereo not drawn)	2%	i	29%	-22%	0%	x	2.0	10%	0%
CN(c1ccccc1)S(=O)(=O)c1cccc(NC(=O)CCN2C(=O)C3CCCCC3C2=O)c1 (stereo not drawn)	2%	i	u	-10%	-8%	-29%	-3.6	0.3%	-2%
Cc1ccccc1N(C(=O)c1csnn1)C(C(=O)NC1CCCC1)c1ccncc1 (stereo not drawn)	u	i	-7%	3%	-8%	3%	0.2	0.2%	10%
CC1CC(C)CN(C(=O)c2ccc(C#N)cc2)C1 (stereo not drawn)	1%	i	-4%	-5%	0%	-3%	0.0	-0.2%	4%

# 2 records picked at random from those above:
SMILES	MmCpn inh	Akt phos inh	TGFb inhibitor	EPAC2 antag	A549 viability	Nrf2 block	CCT chaperon mod	Nrf2 ARE act	EPAC2 agonist
CN(c1ccccc1)S(=O)(=O)c1cccc(NC(=O)CCN2C(=O)C3CCCCC3C2=O)c1 (stereo not drawn)	2%	i	u	-10%	-8%	-29%	-3.6	0.3%	-2%
COc1ccc(OC)c(C2CC(=O)Nc3cc(OC)c(OC)c(OC)c32)c1 (stereo not drawn)	2%	i	29%	-22%	0%	x	2.0	10%	0%

# Continued.
SMILES	MmCpn inh	Akt phos inh	TGFb inhibitor	EPAC2 antag	A549 viability	Nrf2 block	CCT chaperon mod	Nrf2 ARE act	EPAC2 agonist
COCCNC(=O)CCc1nc(-c2ccccc2)no1	1%	i	24%	-2%	-2%	16%	-1.8	0.4%	1%
O=C(NCc1nnc(SCC(=O)N2CCOCC2)o1)c1c(F)cccc1F	0%	i	u	2%	2%	-9%	1.5	0.0%	-1%
COc1ccccc1C1CC(=O)Oc2cc(C)c(Cl)cc21 (stereo not drawn)	-2%	i	u	u	-1%	-4%	-3.2	-0.5%	8%
CCC(C)(C)NC(=O)C(c1ccc(OC)cc1)N(Cc1ccccc1)C(=O)CCC(=O)Nc1cc(C)on1 (stereo not drawn)	-17%	i	12%	-4%	-4%	-9%	-0.3	2.8%	3%
COc1ccc(NC(=O)Cn2nnc(C(=O)NCc3cccc(OC)c3)c2N)cc1	-1%	i	-4%	-2%	-16%	-15%	-2.1	2.8%	-5%
Cc1c(O)nc(SC2CC(=O)N(c3cc(Cl)cc(Cl)c3)C2=O)[nH]c1=O (stereo not drawn)	x	i	26%	-8%	1%	-4%	-9.6	-2.1%	7%
CCCCC(CCC(=O)NNC(=O)Cc1ccccc1)C(=O)O (stereo not drawn)	-2%	i	0%	-24%	7%	-3%	0.7	-0.5%	1%
Cc1ccc(S(=O)(=O)NCCC(=O)NCCOc2ccccc2)cc1	-1%	i	-1%	4%	1%	-2%	-1.1	-0.5%	8%
CCOc1ccc(NS(=O)(=O)N(C)C)cc1	2%	i	3%	11%	-21%	-23%	0.7	-0.2%	0%
O=C(Nc1cccc(S(=O)(=O)N2CCCCCC2)c1)c1ccc(Cl)nc1	2%	i	-4%	u	u	21µM*	-2.5	3.0%	12%
O=C(CNC(=O)Cc1cccc2ccccc12)NCc1ccccc1F	0%	i	0%	1%	3%	-8%	-0.8	0.1%	7%
COC(=O)N1C(=O)[C@@](c2ccc(OC)cc2)(C(C)C)N1C(=O)OC	-1%	i	u	-24%	u	u	-1.1	28%	-3%
COc1ccccc1-c1c(C)[nH]n2c(=O)c(Cc3ccccc3)c(C)nc12	-8%	i	-16%	0%	-1%	-22%	0.6	0.4%	0%
C[C@]12C(=O)N(c3ccccc3)C(=O)N1[C@@H]1c3ccccc3OC[C@@H]1[C@H]2c1ccccc1	-3%	i	9%	-8%	-5%	7%	0.2	0.2%	12%
O=C1OCCC1=Cc1ccccc1	x	i	22%	-3%	2%	3%	-15	5.1%	-6%
COc1ccc(CNC(=O)COC(=O)c2cccs2)cc1	1%	i	4%	2%	1%	0%	-0.7	0.6%	3%
O=C(NC1CCN(Cc2ccccc2)CC1)c1ccc(Oc2cc(Cl)cc(Cl)c2)o1	0%	i	-12%	-4%	-11%	-1%	-0.5	-0.6%	6%
CCOC(=O)C1=C(c2ccccc2)NC(=O)NC1c1ccc(OC)cc1OC (stereo not drawn)	1%	i	10%	-9%	-7%	-6%	-0.8	-0.8%	10%
CSCCNC(=O)Nc1c(-c2c(Cl)cccc2Cl)noc1C	0%	i	15%	-13%	13%	17%	1.4	-0.4%	8%
Cc1ccc(C(=O)COC(=O)CCN2C(=O)C3C4CCC(C4)C3C2=O)cc1C (stereo not drawn)	-1%	i	3%	5%	0%	12%	-1.3	0.0%	2%
CCOC(=O)c1cnn(-c2cc(C(C)(C)C)nc3c(-c4ccccc4)c(C)nn23)c1N	2%	i	5%	-1%	2%	10%	-4.2	-0.3%	2%
CCn1c(SCC(=O)Nc2ccc(OC)cc2)nc2nc3c(cc2c1=O)CCCC3	-2%	i	-18%	u	-20%	-18%	-1.1	-0.1%	2%

# These rows are one share of the data; count on the stated rates, not on these rows.
